High-throughput results as filed in PubChem.
HT1080 IDH1KD tx = kills HT-1080 cells with IDH1 knockdown. HT-1080 IDH1 knockdown viability, ATP luminescence, 48 h. Potency, µM (top dose mostly 46.1 µM), inactives show at the highest dose activity, negative = toxicity, hits mostly cytotoxic. hit rate 2% among 360,000. AID 686971;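 also: potency is read from the fitted curve at half-maximal effect; 0% = DMSO wells and -100% = cell-free medium wells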
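Cytotoxicity counter-line: IDH1KD HT-1080, 48 h, CellTiter-Glo. Curves classed by r2, magnitude and activity.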
MCF10A rereplic = induces DNA re-replication in MCF 10a normal breast cells | Potency, µM (top dose mostly 46.1 µM), for the others: at the highest dose activity, positive = re-replication, hits mostly activators | AID 624296 | MCF 10A DNA re-replication, Hoechst nuclear intensity, 48 h | hit rate 2.9% among 350,000; also: potency is read from the fitted curve at half-maximal effect; % of control where 0% means no effect; nearly all actives have a fitted effect of over 50% in size
SW480 rereplic = DNA re-replication induction in SW480 cells. hit rate 1.8% among 340,000. Potency, µM (series often up to 46.1 µM), for inactives: at the highest dose re-replication activation, most hits filed as activators. SW480 DNA re-replication, Hoechst DNA content imaging, 48 h; also: potency is read from the fitted curve at half-maximal effect; % of control where 0% means no effect; nearly all actives have a fitted effect of over 55% in size
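Compounds, transferred as 23 nL by pin tool, were incubated with cells for 48 hr; DNA content per nucleus was then quantified by Hoechst staining and fluorescence plate imaging.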
HT1080NT lethal = kills 2HG-producing HT-1080-NT fibrosarcoma cells; hit rate 1.6% among 360,000; Potency, µM (highest dose often 46.1 µM), for the others: top-dose activity, negative = less viability, actives largely listed as cytotoxic; HT-1080-NT fibrosarcoma viability, CellTiter-Glo ATP luminescence, 48 h;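 also: NT is the 2HG producing partner of a matched IDH1 knockdown line; potency is read from the fitted curve at half-maximal effect; 0% = DMSO-treated cells and -100% = media-only wells without cells; nearly all actives have a fitted effect of over 55% in size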
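Viability by CellTiter-Glo luminescence after 48 h compound exposure at 37C of HT-1080-NT cells (750/well, RPMI, 5% FBS). % activity scaled between DMSO wells and medium-only wells, then curve-fitted and categorized by curve class.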
IL1B secr inh = inhibitors of inflammasome signaling (IL-1 beta secretion); activity change, % at 57.5 µM; THP-1 LPS/ATP IL-1B secretion, AlphaLISA, 16 h; hits give low values; hit rate 4.7% among 360,000; in the data active = activity change below about -50%; inconclusive = mostly about -30% to -49%; also: % is scaled to controls: 0 for no effect and ±100 for the full control effect
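THP-1 cells pretreated 1 hr with compounds (up to 57.5 uM final), then stimulated with LPS (250 ng/mL final) plus ATP (1.25 mM final); secreted IL-1B measured by AlphaLISA after 16 hr, decreased signal indicating inhibition.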
ATXN viability = cell viability loss in ATXN counter-screen. S2 cells (HEK-293 line with an ATXN2-luciferase reporter) viability, CellTiter-Fluor protease fluorescence, 24 h. Potency, µM (top dose mostly 56.7 µM), usual class: cytotoxic. hit rate 0.49% among 400,000; also: potency is read from the fitted curve at half-maximal effect; nearly all actives have a fitted effect of over 40% in size
ATXN2 expr inh = inhibitors of ATXN2 expression; HEK-293 ATXN2-luciferase reporter, luminescence, 24 h; Potency, µM (titrated, usually from 57 µM), for the others: top-dose activity change, negative = inhibition, hits mostly inhibitors; hit rate 0.72% among 360,000; also: potency is read from the fitted curve at half-maximal effect; % is scaled to controls: 0 for no effect and ±100 for the full control effect; nearly all actives have a fitted effect of over 55% in size
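ATXN2-luciferase reporter cells (luciferase flanked by upstream and downstream ATXN2 gene portions) were treated 24 h at 37 °C with compounds at up to 57 uM. SteadyGlo luminescence gave expression; GF-AFC fluorescence gave viability.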
HepG2 viability = kills HepG2 cells in TGF-b inhibitor counter-screen; HepG2 CAGA-GFP viability, ATP luminescence, 18 h; Potency, µM (titrated, usually from 46.1 µM), for inactives: top-dose activity change, negative = cytotoxicity, usual class: cytotoxic; hit rate 0.76% among 410,000; AID 588856; also: potency is read from the fitted curve at half-maximal effect; some results filed as inactive show a strong effect at the top dose
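HepG2 CAGA-GFP cells (1000/well, DMEM with 1% FBS) received compound, then TGF-beta at 500 pg/mL final, and were incubated 18 hours at 37 degrees C. Viability was read by CellTiter-Glo luminescence. Media-only wells were set as complete cell-killing and DMSO as no toxicity.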
KB-3-1 cytotox = kills parental KB-3-1 adenocarcinoma cells; Potency, µM (top dose mostly 46.1 µM), inactives show at the highest dose activity change, negative = cytotoxic, most hits filed as cytotoxic; hit rate 1.4% among 400,000; KB-3-1 viability, CellTiter-Glo ATP luminescence, 72 h; also: potency is read from the fitted curve at half-maximal effect; % is scaled to controls: 0 for no effect and ±100 for the full control effect; nearly all actives have a fitted effect of over 60% in size
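Using CellTiter-Glo luminescence, growth of non-resistant KB-3-1 adenocarcinoma cells is assessed 72 h after pin-tool compound addition at 37 °C. Normalized responses across the concentration series yield fitted curves.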
* marks the source's active call; other numbers are inactive results; i = inactive; ? = inconclusive; nt = no result given; [ ] = another dose, or the depositor's remark. Unless noted, calls follow the shape of the dose curve; as a rule, active = well fitted curve in the direction sought with a large enough effect; inconclusive = small, poorly fitted or top-dose-only effect, or another doubt; inactive = no such curve, though single readings can be large; an effect the other way counts as inactive or inconclusive.

SMILES	HT1080 IDH1KD tx	MCF10A rereplic	SW480 rereplic	HT1080NT lethal	IL1B secr inh	ATXN viability	ATXN2 expr inh	HepG2 viability	KB-3-1 cytotox
CCOC(=O)C1CCCN(C(=O)c2cc(S(=O)(=O)N3CCCCCC3)ccc2OC)C1 (configuration not stated)	-1%	6%	-11%	1%	0	i	-2%	-2%	0%
O=C(COC(=O)c1cccc(S(=O)(=O)N2CCCC2)c1)Nc1cccc(Br)c1	11%	nt	nt	15%	-7	i	nt	6%	-1%
CC(C)c1ccc(NC(=O)Cc2ccc(NC(=O)N3CCCCc4ccccc43)cc2)cc1	nt	nt	nt	nt	nt	i	1%	-9%	-3%
Cc1ccc(C)c(NC(=O)CN(C)C(=O)c2cccc(S(=O)(=O)N3CCCC3)c2)c1	-1%	1%	-1%	-4%	4	i	1%	-19%	0%
CN(C)S(=O)(=O)N1CCN(S(=O)(=O)c2ccc(F)cc2)CC1	6%	4%	9%	-3%	-2	i	0%	-4%	0%
O=C1C2C3c4ccccc4C(c4ccccc43)C2c2nc3ccccc3n21 (configuration not stated)	-5%	?	8%[9.22 µM]	-18%	18	?	-20%	-24%	0%
O=C(N/C(=C/c1ccc(Br)cc1)C(=O)N1CCCC1)c1cccs1	-2%	-22%	3%	-2%	21	i	-7%	-14%	5%
CC(Sc1nc2ccc(C(=O)c3ccccc3)cc2[nH]1)C(=O)O (configuration not stated)	?	-2%	-10%	14%	4	i	-7%	4%	3%
CCc1c(C)nc2cc(-c3cccs3)[nH]n2c1=O	0%	-2%	-92%[inhibitor]	7%	-14	i	48%[activator]	9%	15%
Fc1ccccc1CSCc1nc2ccccc2[nH]1	2%	-1%	-18%	1%	-3	i	nt	-28%	-4%
CC1(C)CC(=O)C2=C(C1)Oc1ncn(CCCn3ccnc3)c(=N)c1C2c1ccccc1 (configuration not stated)	-7%	-6%	1%	-3%	-15	i	9%	-17%	-10%
CCOC(=O)c1ccc2c(c1)n(CC)c(/C=C/Nc1ccccc1)[n+]2CC	-11%	-6%	66%	-5%	0	11µM*	?	-28%	-5%
Cn1ccnc1SC(C(=O)O)c1ccccc1 (configuration not stated)	-4%	8%	-4%	-1%	-9	i	nt	-2%	-3%
CC(=NO)C1CCC2C3CCC4CC(=NO)CCC4(C)C3C(C)(O)CC12C (configuration not stated)	16%	28%	3%	9%	24	?	-11%	-32%	-29%
CCCN(CCC)CCNC(=O)c1cc2c(=O)n(CC)c3ccccc3c2s1	1%	2%	-8%	-1%	-8	i	-18%	-16%	?
CCC(C)C(NC(=O)c1ccccc1NC(=O)c1ccc(OC)cc1)C(=O)NCc1ccco1 (configuration not stated)	?	0%	-6%	-30%	0	i	-2%	2%	4%
CC(=O)c1ccc(NC(=O)CSc2nc(C)cc(C)c2C(N)=O)cc1	4%	15%	1%	6%	28	i	3%	-7%	-14%
NC(=O)C1CCN(c2nc(-c3ccccc3Br)cs2)CC1	nt	19%	-3%	nt	nt	i	53%[activator]	19%	-10%
Cc1ccc(C(=O)O/N=C/C2=C(Cl)c3ccccc3CC2)cc1	9%	-1%	-3%	8%	-6	i	1%	-14%	?
Cc1c(Cl)cccc1N1C(=O)CC(NNC(=O)c2ccc3c(c2)OCO3)C1=O (configuration not stated)	0%	-1%	-1%	4%[9.24 µM]	0	i	7%	12%	9%
CCC[C@@H](CN1CCC[C@H]1CN1C(N)=NC[C@@H]1Cc1ccccc1)N1C[C@@H](Cc2ccccc2)N(CCc2ccc(Cl)c(Cl)c2)C1=N	3%	-2%	1%	14%	-53*	i	8%	5%	22%
CC[C@]12c3[nH]c4ccc(Cl)cc4c3CCN1C(=O)[C@@H](CC(=O)NCCCn1ccnc1)C[C@@H]2C(=O)N1CCN(C(=O)c2ccco2)CC1	5%	7%	7%	0%	12	i	4%	6%	5%
CN[C@H]1C[C@H]2c3[nH]c4ccccc4c3CCN2C(=O)[C@H]1[C@H](C)O	1%	nt	nt	-1%	14	i	48%[activator]	-14%	1%
COc1ccc(S(=O)(=O)NCCc2sc(-c3cccnc3)nc2C)cc1OC	nt	nt	nt	nt	nt	i	0%	10%	25%
CC1=C(c2ccc(C)c(C)c2)S(=O)(=O)N=C1N1CCC(C(=O)NCc2ccccc2C)CC1	nt	nt	nt	nt	nt	i	6%	-18%	0%
CN1C(=O)Cc2cc(S(=O)(=O)Nc3ccc(N4CCOCC4)cc3)ccc21	14%	9%	-6%	20%	1	i	6%	2%	11%
Cc1cc(Br)ccc1SCC(=O)OCC(O)=C(C#N)c1nc2ccccc2[nH]1	7%	-2%	?	6%	-102*	nt	?	8%	?
Cc1cc(NC(=O)CSc2ccccn2)cc(NC(=O)CSc2ccccn2)c1	8%	1%	-4%	11%	8	i	3%	-1%	26%
CC(=O)c1ccc(S(=O)(=O)NCCC(=O)OCC(=O)N(Cc2ccccc2)C(C)(C)C)cc1	-4%	5%	-3%	-2%	0	i	4%	0%	-2%
O=C(c1ccc(-c2ccccc2Cl)o1)N1CCCCCCC1	?	?	0%	?	?	i	26%	-18%	-13%
Cc1ccc(CNC(=O)NCc2noc3ccc(C)cc23)cc1	nt	nt	nt	nt	nt	i	-7%	-4%	5%
CN1CCN(NC(=O)c2cc(-c3ccc(Br)s3)nc3ccccc23)CC1	23µM*	23µM*	?	21µM*	?	i	-24%	-22%	0%
N#Cc1cnn(-c2ccccc2)c1NC(=O)CN1CCOCC1	3%	-2%	?	15%	14	i	0%	5%	-3%
O=C1C(Cl)=C(N2CCCC2)C(=O)N1c1ccccc1F	-5%	4%	?	4%	24	?	-5%	-14%	-5%
CCOC(=O)C1CCN(C(=O)COC(=O)c2ccc([N+](=O)[O-])o2)CC1	-3%	0%	-6%	6%	0	i	-11%	13µM*	21%
N#CC1=C(S)N(c2ccccc2)C2(CCCCC2)NC1=O	-8%	?	?	20%	2	?	-10%	6%	24%
CCCS(=O)(=O)NC(=O)C1(C)CCCN(C(=O)c2nc(C)oc2C)C1 (configuration not stated)	7%	nt	nt	?	20	i	9%	4%	0%
COc1ccc(NC(=S)N(CCC(C)C)C(C)c2ccncc2)cc1 (configuration not stated)	-1%	10%	-5%	5%	-26	i	-12%	2%	0%
O=C(Nc1nnc(-c2ccncc2)o1)C1CCCCC1	0%	-8%	-9%	14%	11	i	2%	8%	21%
Cc1ccc2cc(C3CC(c4cccs4)=NN3S(C)(=O)=O)c(Cl)nc2c1 (configuration not stated)	-10%	2%	-9%	0%	-22	i	nt	7%	-9%

Compound profiles, from the list above:
Shown for `COc1ccc(NC(=S)N(CCC(C)C)C(C)c2ccncc2)cc1` (configuration not stated) → HT1080 IDH1KD tx = -1%; MCF10A rereplic = 10%; SW480 rereplic = -5%; HT1080NT lethal = 5%; IL1B secr inh = -26; ATXN viability = i; ATXN2 expr inh = -12%; HepG2 viability = 2%; KB-3-1 cytotox = 0%
Shown for `Cn1ccnc1SC(C(=O)O)c1ccccc1` (configuration not stated) → HT1080 IDH1KD tx = -4%; MCF10A rereplic = 8%; SW480 rereplic = -4%; HT1080NT lethal = -1%; IL1B secr inh = -9; ATXN viability = i; ATXN2 expr inh = nt; HepG2 viability = -2%; KB-3-1 cytotox = -3%

(list continues)
SMILES	HT1080 IDH1KD tx	MCF10A rereplic	SW480 rereplic	HT1080NT lethal	IL1B secr inh	ATXN viability	ATXN2 expr inh	HepG2 viability	KB-3-1 cytotox
O=S(=O)(c1ccc(F)c(F)c1)N1CCN(S(=O)(=O)c2cccs2)CC1	7%	-4%	-23%	6%	i	i	8%	-5%	1%
CC1(C(=O)Nc2cccc3cccnc23)CCN1Cc1ccc(-c2ccccc2)o1 (configuration not stated)	-11%	nt	nt	-1%	33	nt	?	-34%	0%
COc1ccc(NC(=O)CN(C)C(=O)c2cc(-c3cccs3)nn2-c2ccccc2)cc1	-12%	?	11%	-9%	?	i	-9%	-7%	-1%
CCOC(=O)CNC(=O)c1c(C)nn(-c2ccccc2)c1Cl	-3%	0%	-28%	-6%	?	i	8%	-1%	0%
COc1ccc(C(=O)c2ccc([N+](=O)[O-])cc2Cl)cc1	-1%	-2%	-6%	-6%	-22	i	10%[11.3 µM]	-1%	-4%
CC1(C)Cc2cccc(OCC(N)=O)c2O1	9%	-17%	-1%	7%	12	i	6%	-2%	12%
CCCCOC1(c2ccccc2)OC(=O)c2ccccc21 (configuration not stated)	7%	2%	-6%	6%	-17	i	-1%	-17%	8%
CCOC(=O)C1=C(C)NC(=O)NC1c1ccc(-c2ccc(Cl)cc2)o1 (configuration not stated)	?	?	1%	-24%	?	i	?	-18%	?
O=S(=O)(/N=C(/Nc1ccccc1)c1ccccc1O)c1ccccc1	5%	5%	-10%	-2%	-7	i	-16%	-30%	-1%
O=C(c1cc(S(=O)(=O)N2CCOCC2)ccc1Cl)N1CCCCC1CO (configuration not stated)	-11%	-44%[inhibitor]	10%	-1%	-9	i	0%	11%	-7%
CC1CCc2c(sc3nc(CN4CCOCC4)nc(NS(=O)(=O)c4cccc([N+](=O)[O-])c4)c23)C1 (configuration not stated)	-9%	?	-1%	-10%	7	i	-12%	-41%	-4%
CCCCCCc1nc2ccccc2c(=O)n1N	-4%	-5%	-6%	0%	-11	i	18%	0%	-9%
CCC(=O)Nc1ccc(NCc2cccs2)cc1	17%	-3%	-5%	15%	-15	i	1%	7%	4%
C=C(C)COc1ccc(-c2[nH]ncc2-c2ccc(Br)cc2)c(O)c1	23µM*	9.2µM*	21µM*	15µM*	-100*	?	?	-115%	5.8µM*
O=C(C1CCN(S(=O)(=O)c2cccnc2)CC1)N1CCN(c2ccc(Cl)cc2)CC1	?	-3%	-18%	?	-13	i	nt	-20%	13µM*
O=C1c2ccccc2C(=O)N1CCSc1nc2ccccc2c(=O)n1CCCN1CCOCC1	7%	-8%	-4%	2%	?	i	-15%	1%	30%
CCOC(=O)C1CCN(S(=O)(=O)c2ccc3c4c(cccc24)C(=O)N3)CC1	-1%	25%	-2%	-1%	0	nt	2%	1%	20%
CCCS(=O)(=O)N1CCN(Cc2ccc(OCc3ccccc3)c(OC)c2)CC1	-28%	-7%	6%	-8%	-73*	i	-11%	-20%	-18%
